Hsp90 Hop PPI: changes Hsp90-Hop TPR2A binding signal, up or down; AlphaScreen TPR2A-His6 binding biotin-Hsp90 C-terminal peptide; Potency, µM (top dose mostly 57 µM), for inactives: at the top dose activity change, negative = inhibition; 0.44% of 71,000 active; active = well fitted curve in either direction with a large enough effect; inconclusive = small, poorly fitted or top-dose-only effect, or another doubt; also: potency is read from the fitted curve at half-maximal effect; % is scaled to controls: 0 for no effect and ±100 for the full control effect; many of its hits are not listed in these tables
Ub-GFP proteasome: inhibits proteasome, raising ubiquitin-GFP reporter fluorescence. AID 526. Potency, µM (doses to about 45.9 µM), for the others: at the top dose activation (GFP accumulation), usual class: activators. Ubiquitin-GFP reporter cells, proteasome inhibition, GFP fluorescence; response scale: untreated = 0%, 10 µM MG-132 = 100%. 67,000 tested, under 10 active; active = well fitted activation curve with a large enough effect, not every such curve was filed as active; inconclusive = small, poorly fitted or top-dose-only effect, or another doubt; inactive = no such curve, though single readings can be large or run the other way; also: potency is read from the fitted curve at half-maximal effect
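Proteasome block read as GFP accumulation: ubiquitin(G76V)-GFP U2OS cells exposed to compound (2.9 nM–46 uM) for 4 hr at 37 C. Normalization used untreated cells as 0% and 10 uM MG-132 as 100%; concentration-response curves fitted.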
DNA Pol III inh: DNA polymerase III holoenzyme inhibition; 0.25% of 71,000 active; reconstituted DNA polymerase III holoenzyme replication, biochemical; Potency, µM (titrated, usually from 57.1 µM), for the others: top-dose activity change, negative = inhibition; AID 603; also: potency is read from the fitted curve at half-maximal effect; % is scaled to controls: 0 for no effect and ±100 for the full control effect
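Reconstituted *E. coli* holoenzyme (0.35 nM Pol III, 1 nM beta, 154 nM SSB, 2 nM primase) was preincubated with compound for 15 min at RT. Synthesis on 1.4 nM ssM13Gori ran 35 min, then was stopped with PicoGreen/EDTA and read as dsDNA fluorescence.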
FLuc inh: firefly luciferase inhibition | purified firefly luciferase, luminescence, 8 min | P08659 | Potency, µM (series often up to 57.1 µM), for inactives: at the highest dose activity change, negative = inhibition, most hits filed as inhibitors | 2.2% of 72,000 active; also: potency is read from the fitted curve at half-maximal effect; % is scaled to controls: 0 for no effect and ±100 for the full control effect; nearly all actives have a fitted effect of over 40% in size
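Substrate buffer containing 10 uM ATP (pH 7.2 imidazole, Mg2+, KCl, detergent, BSA) is dispensed, compound pinned in, then luciferase/luciferin detector mix added. After 8 min at ambient temperature, light output is measured.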
ALOX15 inhib: inhibitors of human 15-lipoxygenase (ALOX15) | purified 15hLO-1, xylenol orange hydroperoxide absorbance | Potency, µM (top dose mostly 57.1 µM), for the others: top-dose activity change, negative = inhibition, hits mostly inhibitors | 1.4% of 74,000 active | AID 887; also: potency is read from the fitted curve at half-maximal effect; % is scaled to controls: 0 for no effect and ±100 for the full control effect; nearly all actives have a fitted effect of over 55% in size
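Quantitative HTS in 25 mM Hepes pH 7.5 containing 0.01% Triton X-100: human 15hLO-1 at 40 nM, arachidonic acid at 50 uM, 6 min turnover. Product quantified via ferrous oxidation/xylenol orange, 573:405 nm absorbance ratio.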
GFP derepression: epigenetic modulators derepressing GFP locus in mouse cells; AID 597; mouse C127i GFP locus derepression, cytometry, 30 h; Potency, µM (series often up to 46.1 µM), for the others: top-dose GFP derepression (activation); 0.09% of 68,000 active; also: % of control where 0% means no effect
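Derepression screen: silenced CMV-GFP reporter in murine C127i cells, 30 h compound incubation at 37 C, washed cells imaged by laser-scanning cytometer to enumerate GFP-expressing objects of 20 to 120 um.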
HBB splice mod: hemoglobin beta splicing modulation; Potency, µM (titrated, usually from 46.1 µM), inactives show top-dose activation, usual class: activators; HBB splicing reporter cell assay, activation; EGFP reporter with mutant IVS2-654 intron; response scale: normalised to 500 nM splice-correcting PNA; 0.06% of 65,000 active; AID 925; also: potency is read from the fitted curve at half-maximal effect; 0% is about no effect
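HeLa cells stably expressing EGFP interrupted by mutant beta-globin intron 2 (IVS2-654), 500/well in 2% FCS. Treated with compound for 2 days at 37C. Splicing correction scored as total well GFP intensity (488 nm excitation, 500-520 nm emission); 500 nM antisense PNA served as control.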
HADH2 inh: blocks human hydroxyacyl-CoA dehydrogenase type II; Potency, µM (series often up to 57.1 µM), for inactives: top-dose activity change, negative = inhibition, most hits filed as inhibitors; recombinant HADH2, NADH fluorescence, beta-hydroxybutyryl-CoA; 3.4% of 73,000 active; AID 886; also: potency is read from the fitted curve at half-maximal effect; % is scaled to controls: 0 for no effect and ±100 for the full control effect; nearly all actives have a fitted effect of over 60% in size; many of its hits are not listed in these tables
Target sequence (Q99714 whole entry, looked up, one chain of several): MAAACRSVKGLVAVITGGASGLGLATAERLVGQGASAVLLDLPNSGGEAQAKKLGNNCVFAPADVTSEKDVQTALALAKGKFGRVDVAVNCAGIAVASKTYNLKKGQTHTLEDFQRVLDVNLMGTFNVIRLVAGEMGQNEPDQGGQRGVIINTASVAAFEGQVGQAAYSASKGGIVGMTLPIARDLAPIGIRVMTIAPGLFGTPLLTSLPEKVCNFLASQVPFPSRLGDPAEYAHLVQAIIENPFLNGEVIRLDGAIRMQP
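NADH fluorescence (ex 360/em 450 nm) read every 30 s for 4 min; activity taken as last-minus-first time point difference. Enzyme 20 nM, NAD+ 1 mM, beta-hydroxybutyryl-CoA 90 uM, pH 9.0 Tris buffer.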
Tau fil binding: tau filament binding | P10636 | recombinant tau filaments, thioflavin S fluorescence, 15 h; filaments grown with octadecylsulfate alongside compound | Potency, µM (titrated, usually from 57.1 µM), without a hit: at the top dose activity change, negative = inhibition | 2% of 71,000 active;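 also: potency is read from the fitted curve at half-maximal effect; % is scaled to controls: 0 for no effect and ±100 for the full control effect; actives lower thioflavin S fluorescence by blocking filaments or displacing dye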
Target sequence (P10636 whole entry, looked up): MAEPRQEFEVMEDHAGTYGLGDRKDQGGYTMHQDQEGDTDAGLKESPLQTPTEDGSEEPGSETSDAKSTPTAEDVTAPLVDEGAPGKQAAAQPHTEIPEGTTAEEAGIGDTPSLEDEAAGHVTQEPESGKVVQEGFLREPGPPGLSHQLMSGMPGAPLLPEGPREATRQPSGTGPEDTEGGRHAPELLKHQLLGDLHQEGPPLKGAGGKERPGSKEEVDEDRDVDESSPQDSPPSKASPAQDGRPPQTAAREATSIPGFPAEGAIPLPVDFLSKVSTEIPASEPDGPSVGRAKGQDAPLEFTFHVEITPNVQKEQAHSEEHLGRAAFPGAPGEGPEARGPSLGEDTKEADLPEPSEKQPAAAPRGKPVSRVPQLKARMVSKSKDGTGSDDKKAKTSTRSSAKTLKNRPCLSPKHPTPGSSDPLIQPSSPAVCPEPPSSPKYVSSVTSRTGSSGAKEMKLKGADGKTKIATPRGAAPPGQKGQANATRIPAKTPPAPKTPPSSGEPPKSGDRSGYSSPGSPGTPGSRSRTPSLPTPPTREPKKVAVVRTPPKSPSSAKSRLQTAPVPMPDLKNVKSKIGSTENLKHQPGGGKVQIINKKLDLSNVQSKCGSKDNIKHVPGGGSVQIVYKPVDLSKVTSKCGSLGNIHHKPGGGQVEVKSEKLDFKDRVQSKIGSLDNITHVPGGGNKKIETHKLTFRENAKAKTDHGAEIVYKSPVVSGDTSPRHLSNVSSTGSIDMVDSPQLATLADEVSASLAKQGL
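Recombinant tau protein (human, 1 uM final) plus 30 uM ODS in HEPES pH 7.4 with NaCl, DTT and thioflavine S. Compound present from the start; fluorescence at 510 nm after 15 h, 37 C.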
CRE-bla Fsk: alters forskolin-stimulated CRE reporter signaling in CHO cells | CHO CRE-bla reporter (cAMP response element driving beta-lactamase), forskolin EC10, beta-lactamase ratio | Potency, µM (titrated, usually from 38.2 µM), without a hit: at the top dose activity change, negative = inhibition, most hits filed as activators | 2.5% of 71,000 active; active = well fitted activation curve with a large enough effect in the signal ratio, with a control signal flat, not every such curve was filed as active; inconclusive = small, poorly fitted or top-dose-only effect, or effect the other way, or a change in a side signal; the % refers to the signal ratio; also: potency is read from the fitted curve at half-maximal effect; % of control where 0% means no effect
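qHTS titration format; CRE-bla CHO reporter; stimulus EC10 NKH 477, a water-soluble forskolin. Read: CCF4 460/530 nm ratio. Potency expressed as AC50 for activators or inhibitors.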
ERK AVP block: inhibitors of vasopressin-stimulated ERK signaling pathway | AID 995 | 0.99% of 72,000 active | HEK293-V1b, vasopressin-stimulated pERK AlphaScreen | Potency, µM (series often up to 57.5 µM), for the others: top-dose activity, negative = inhibition, hits mostly inhibitors; also: potency is read from the fitted curve at half-maximal effect; % is scaled to controls: 0 for no effect and ±100 for the full control effect; nearly all actives have a fitted effect of over 55% in size
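V1b-HEK293 cells; cpd 30 min 37C; 25 nM vasopressin 5 min; lyse 10 min; AlphaScreen beads 5 hr RT. Normalized to DMSO basal and 25 nM vasopressin; AC50 by Hill fit.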
* hit, by the source's call; i = inactive; u = inconclusive; x = not tested or not shown; & = joins results of further samples; [ ] = remark or other dose. Unless noted, calls follow the shape of the dose curve; as a rule, active = well fitted curve in the direction sought with a large enough effect; inconclusive = small, poorly fitted or top-dose-only effect, or another doubt; inactive = no such curve, though single readings can be large; an effect the other way counts as inactive or inconclusive. A portion of the library, so the mix of outcomes need not match the whole.

cpd	smiles	Hsp90 Hop PPI	Ub-GFP proteasome	DNA Pol III inh	FLuc inh	ALOX15 inhib	GFP derepression	HBB splice mod	HADH2 inh	Tau fil binding	CRE-bla Fsk	ERK AVP block
1	CCc1c(C(=O)NCc2ccccc2Cl)[nH]c(C)c1C(C)=O	-2%	-6%	-2%	2%	-7%	2%	1.2%	0%	-1%	17%	-1%
2	Brc1[nH]nc2ccccc12	0%	-3%	0%	-7%	8%	3%	0.5%[57.5 µM]	-13%	-3%	-9%	-3%
3	Cn1cccc1CNC(=O)Nc1ccc(Cl)cc1	-2%	2%	-6%	-18%	-7%	2%	-0.7%	-10%	17%	-3%	18%
4	NC(=S)NCCC[C@@H](N)C(=O)O	-6%	-6%	3%	-5%	-28%	0%	-1.1%	2µM*	-1%	-1%	35%[activator]
5	Cc1nc2cnc(N3CCNCC3)nc2n(Cc2ccc(F)cc2)c1=O	1%	4%	-13%	1%[11.4 µM]	1%	0%[9.22 µM]	-0.5%	-2%	-17%	u	11%
6	Cc1ccc(C(c2nnnn2CC2CCCO2)N2CCN(C(=O)c3ccco3)CC2)cc1 (centres undefined)	-3%	-3%	-5%	5%	15%	2%	x	0%	8%	3%	-4%
7	Cn1cc(C2=C(c3ccc(Cl)cc3Cl)C(=O)NC2=O)c2ccccc21	1%&-4%	9%&1%	11%&3%	-5%&2%	-15%	0%&22%	u	15%&-6%	x	u	-9%
8	C/C(Cl)=C/Cn1c(SCC(C)C)nc2c1c(=O)[nH]c(=O)n2C	-1%	-5%	4%	0%	-5%	0%	0.0%[57.5 µM]	-17%	1%	17%	-28%
9	COCCCNC(=O)CN(c1ccc(OC)cc1)S(=O)(=O)c1ccc(NC(C)=O)cc1	-7%[11 µM]	-15%[9.17 µM]	-2%[11.4 µM]	0%	3%[11.4 µM]	-2%	-2.0%[0.0738 µM]	-3%[11.4 µM]	2%[11.4 µM]	7%[7.6 µM]	u
10	CCCCNC(=O)CC1N=C2c3ccccc3N=C(SCC(=O)Nc3ccccc3OC)N2C1=O (centres undefined)	-2%	5%	1%	0%	6%	-1%	-1.2%	-11%	-6%	4%	17%
11	Cc1ccc(-c2c(C)c(-c3ccc(F)cc3)nc(N)c2C#N)o1	-5%	-2%	-11%	-4%	1%	3%	-2.9%	4%	7%	u	u
12	CCn1c(SCCC(=O)O)nnc1-c1cccnc1	0%	1%	34%	-1%	6%	-4%	-7.7%	0%	4%	1%	19%
13	COCCNC(=O)C1CCCN(c2nn3c(=O)cc(C)nc3s2)C1 (centres undefined)	1%	1%	-3%	-1%	5%	0%	-0.9%	-2%	-7%	12%	10%
14	COC(=O)[C@@]1(Cc2ccc(OC)cc2)[C@@H]2C(=CC(=O)[C@H]2CC(=O)C(=O)N(C)C)CN1C(=O)c1ccccc1	-3%	x	-4%	x	x	x	-0.6%	-12%	-4%	u	37%[activator]
15	O[C@@H]1[C@@H](OCc2ccccc2)OC[C@H](O)[C@@H]1O	4%[11 µM]	0%[9.17 µM]	-2%[11.4 µM]	1%[11.4 µM]	3%[11.4 µM]	0%[9.22 µM]	-0.9%[9.22 µM]	-6%[11.4 µM]	9%[11.4 µM]	6%[7.6 µM]	17%[11.5 µM]
16	CC1CCCCN1Cc1nc2c(c(=O)n(C)c(=O)n2C)n1Cc1c(F)cccc1Cl (centres undefined)	27%	-11%	i	1%	25µM*	x	u	-15%	i	u	x
17	CCC(=O)Nc1ccc2oc(-c3ccccc3Br)nc2c1	-2%	3%	-4%	u	-2%	-2%	0.4%	58%[activator]	78%	19%	-12%
18	CC(=O)c1c(C(C)=O)c(C)n(-c2ccc(C(=O)O)cc2)c1C	4%	4%	4%	-4%	24%	4%	x	-1%	-11%	0%	-8%
19	COc1ccc(-c2c3c(=O)n(C)c(=O)n(C)c3cn2Cc2ccccn2)cc1	-5%	-7%	-9%	0%	6%	0%	-0.5%	3%	1%	-20%	-3%
20	CC(=O)Oc1ccc2c(c1)c(C(C)=O)c(C)n2C	-4%	0%	-9%	0%	-3%	4%	0.7%	-1%	-11%	0%	6%
21	CCn1c(-c2cccc(Cl)c2)n[nH]c1=S	0%	3%	-2%	1%	-15%	-2%	-1.1%	-29%	-2%	14%	-26%
22	Cc1cccc(N2CCN(C(=O)c3cc4c(=O)n(C)c5ccccc5c4n3C)CC2)c1C	-3%[2.3 µM]	4%	-6%	1%	2%	x	0.2%	6%	176%	4%	18%
23	O=C(NCc1ccc(N2CCCC2=O)cc1)c1cnccn1	-1%	0%	0%	4%	2%	0%	-5.5%	-5%	-14%	u	3%
24	COc1ccc(C(=O)CSc2nnc(COc3ccc(C#N)cc3)n2-c2ccccc2)cc1	-2%	3%	-3%	2%	-1%	-1%	x	24%	-2%	-2%	-9%
25	COc1ccc(C(=O)N2CCC3(CCCN(C)C3)CC2)cc1	-3%	-11%	11%	0%[11.4 µM]	6%	0%[9.22 µM]	1.1%	-2%	-1%	-2%	-4%
26	COc1cccc(NS(=O)(=O)c2ccc3[nH]cc(C(=O)NCCC(C)C)c(=O)c3c2)c1	-4%	4%	-6%	0%	-8%	2%	-1.2%	2%	-4%	u	-1%
27	CN(C)c1ccc(-c2nc(N3CCNCC3)c3ccccc3n2)cc1	-7%	-1%	-10%	-6%[2.29 µM]	-10%	11%[9.22 µM]	0.0%	2%	3.2µM*	u	-7%
28	Cc1ccc(S(=O)(=O)NCCCN2CCOCC2)c(C)c1	0%	-1%	-1%	0%	-4%	2%	0.0%[57.5 µM]	-8%	8%	-1%	-19%
29	Cc1ccc(C)c(N2CCN(C(=O)CCCn3c(=S)[nH]c4cc5c(cc4c3=O)OCO5)CC2)c1	-7%	2%	-2%	-2%	-22%	3%	0.6%[0.369 µM]	-1%	401%	u	-10%
30	Cn1c(Cn2c(=O)sc3ccccc32)nnc1SCc1ccccn1	-2%	-6%	-2%	1%	5%	0%	5.9%[1.84 µM]	5%	-4%	18%	6%
31	Cc1cc(N2CCN(C3CCCCC3)CC2)nc2cccc(O)c12	-9%	-2%	-4%	-10%	u	x	-1.0%	7%	40%	-27%	x
32	CCOC(=O)N1CCN(S(=O)(=O)c2c(C)nn(C)c2C)CC1	-1%	-3%	-5%	1%	-1%	0%	-1.8%	1%	0%	5%	-13%
33	CCc1cccc2c(C#N)cn(CC(=O)NCc3ccco3)c12	-4%	2%	1%	0%	1%	2%	0.8%	15%	-1%	-3%	-21%
34	Cn1c(=O)c2cc(S(=O)(=O)Nc3ccc4c(c3)OCO4)ccc2n(C)c1=O	-4%	-2%	1%	1%	3%	5%	-0.6%	-1%	1%	u	-27%
35	COc1ccc(Cl)cc1S(=O)(=O)n1ccnc1C(C)C	-3%	-6%	-6%	0%	4%	-6%	-1.0%	-4%	-12%	3%	-21%
36	O=C(c1ccc(Br)s1)N1CCN(Cc2ccc3c(c2)OCO3)CC1	-8%	-8%	0%	3%	-5%	0%	0.8%	-6%	-2%	u	0%
37	CCC(CC)C(=O)N(c1ccc(F)cc1)C1C=CS(=O)(=O)C1 (centres undefined)	-5%	-4%	-1%	-8%	11%	2%	-0.5%	10%	-10%	-2%	-8%
38	O=C(Nc1ccc(-c2noc(-c3cccs3)n2)cc1)c1cccnc1	0%	0%	10%	-16%	-4%	7%	1.5%	160%[activator]	272%	u	13%
39	Cn1nnnc1SCC(=O)Nc1c(Cl)cccc1Cl	-2%	-1%	-4%	1%	7%	1%	-1.4%	6%	6%	u	0%
40	O=P(CCC(F)(F)F)(CCC(F)(F)F)CCC(F)(F)F	0%	4%	0%	3%	3%	2%	-0.1%[9.22 µM]	-1%	-3%	-3%	11%

Screens from PubChem.
